# Screening results deposited in PubChem by several laboratories.
# MLLE-PAM2 inh: blocks PAM2 peptide binding to the PABP1 MLLE domain; P11940; GST-MLLE / FITC-PAM2 fluorescence polarization; inhibition, % at 20 µM; 360,000 tested, 0.36% active; in the data active = inhibition above about 35%, passing the limit was not always enough;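 also: plate controls were DMSO wells with GST-MLLE for no effect and wells lacking GST-MLLE protein for full effect; some results filed as inactive read as strong as hits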
# MT1-MMP act inh: inhibitors of human MT1-MMP activation; P50281; HT1080 RFP-PRO-GFP cells, GFP/RFP ratio fluorescence, overnight; percent of plate control window, DMSO zero; GFP/RFP ratio change, % at 20 µM; 360,000 tested, 0.061% active; AID 651647;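 active = GFP/RFP ratio change of at least 30% with cell ATP level not reduced by more than half and red fluorescence within 50% of control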; also: strong numbers were not always called active
#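 Read-out: GFP/RFP fluorescence ratio; Test system: RFP-PRO-GFP reporter HT1080 cells; Compound dosing: single-point 20 µM compound, 1% DMSO; Times: overnight compound exposure at 37 °C.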
# FAS TE block: blocks the thioesterase domain of human fatty acid synthase; P49327; recombinant FAS-TE, OMFH fluorogenic substrate, fluorescence endpoint; inhibition, % at 15 µM; 360,000 tested, 0.67% active; AID 602261;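 active = compounds whose normalised, plate-corrected inhibition of enzyme fluorescence in the single-dose primary screen is 50% or more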;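 also: 0% = DMSO with enzyme and 100% = substrate without enzyme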
# Rin1-Abl PPI inh: blocks binding of human Rin1 to Abl; P00519+Q13671; TR-FRET Rin1/Abl binding, biochemical; inhibition, % at 7.35 µM; 360,000 tested, 0.4% active; AID 588664; in the data active = inhibition above about 5%, passing the limit was not always enough
# CSN inh: inhibitors of human CSN-mediated cullin deneddylation. inhibition, % at 12.5 µM. 360,000 tested, 0.38% active. Q92905. Purified CSN, SCF-Nedd8-OG deneddylation, fluorescence polarization. AID 651999;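 active = pattern-corrected inhibition above about 35%, with an unprinted fluorescence ratio check between 0.5 and 1.5, limit read from the data, passing the limit was not always enough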;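 also: 0% = enzyme with substrate and 100% = substrate without enzyme; some results filed as inactive read as strong as hits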
# Target sequence (Q92905 whole entry, looked up, one chain of several): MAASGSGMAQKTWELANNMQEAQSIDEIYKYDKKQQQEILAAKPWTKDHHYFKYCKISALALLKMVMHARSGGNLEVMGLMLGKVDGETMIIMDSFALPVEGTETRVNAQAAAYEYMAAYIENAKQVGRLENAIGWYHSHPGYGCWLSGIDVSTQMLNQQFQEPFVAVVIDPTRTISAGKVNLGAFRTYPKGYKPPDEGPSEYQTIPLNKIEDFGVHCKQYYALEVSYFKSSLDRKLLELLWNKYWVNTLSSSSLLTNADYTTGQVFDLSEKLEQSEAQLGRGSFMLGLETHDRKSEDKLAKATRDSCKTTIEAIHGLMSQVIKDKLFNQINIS
#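 assay system = purified human Csn5 enzyme expressed in HEK293T cells | amount = 0.24 nM enzyme | buffer or medium = Tris/NaCl/DTT buffer, pH 7.5 | reagent = 10 nM SCFSkp2-Nedd8OG | compound = one concentration, 12.5 µM, 0.25% DMSO | times = 90 min reaction at room temperature | signal = FP | read-out basis = % inhibition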
# eLon inh: inhibitors of E. coli Lon protease | P0A9M0 | purified E. coli Lon protease, fluorescence polarization | inhibition, % at 7.94 µM | 360,000 tested, 0.42% active | AID 602123; in the data active = inhibition above about 13%, passing the limit was not always enough;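 also: 0% = enzyme with probe and DMSO and 100% = no enzyme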
# Target sequence (P0A9M0 whole entry, looked up): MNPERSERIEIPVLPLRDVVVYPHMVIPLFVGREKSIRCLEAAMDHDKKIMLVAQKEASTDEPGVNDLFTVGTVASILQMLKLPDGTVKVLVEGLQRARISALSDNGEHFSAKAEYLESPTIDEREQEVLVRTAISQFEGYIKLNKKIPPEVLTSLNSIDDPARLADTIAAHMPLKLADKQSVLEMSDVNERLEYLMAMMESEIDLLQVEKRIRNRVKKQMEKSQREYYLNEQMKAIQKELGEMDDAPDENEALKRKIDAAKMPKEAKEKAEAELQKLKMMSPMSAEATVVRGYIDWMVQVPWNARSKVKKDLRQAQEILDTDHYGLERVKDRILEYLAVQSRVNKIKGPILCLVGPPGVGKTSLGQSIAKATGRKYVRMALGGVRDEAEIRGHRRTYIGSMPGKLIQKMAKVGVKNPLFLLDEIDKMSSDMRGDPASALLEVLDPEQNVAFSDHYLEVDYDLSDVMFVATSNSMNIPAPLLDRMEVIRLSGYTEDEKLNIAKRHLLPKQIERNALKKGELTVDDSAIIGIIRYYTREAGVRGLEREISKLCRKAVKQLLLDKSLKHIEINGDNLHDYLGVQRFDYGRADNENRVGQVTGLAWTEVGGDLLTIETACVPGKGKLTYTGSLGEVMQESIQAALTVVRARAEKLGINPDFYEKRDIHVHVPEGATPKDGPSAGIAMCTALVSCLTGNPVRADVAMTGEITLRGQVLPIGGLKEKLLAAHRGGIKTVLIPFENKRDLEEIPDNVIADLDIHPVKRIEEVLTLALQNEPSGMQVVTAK
# MsrA inh: bovine MsrA inhibition; inhibition, % at 15.5 µM; 360,000 tested, 0.75% active; AID 651718; purified bovine MsrA, absorbance read-out; in the data active = inhibition above about 4.5%;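 also: 0% = vehicle wells with enzyme and 100% = reference inhibitor wells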
# MsrA act: activators of bovine methionine sulfoxide reductase A. 360,000 tested, 0.3% active. activation, % at 10.6 µM. purified bovine MsrA, absorbance read-out; in the data active = activation above about 7.5%;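 also: 0% = vehicle and 100% = reference activator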
# Rpn11 inh: Rpn11 (human) deubiquitinase inhibition; human 26S proteasome, Ub4-pepOG fluorescence polarization; 20S core pre-blocked with epoxomicin; O00487; 360,000 tested, 0.59% active; calls only at 20 µM; AID 588493;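 active = inhibition at 20 µM, scaled to each plate's controls, above about 33%, limit read from the data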
# Starred values were filed as active, the others as inactive; i = inactive; / = not tested or not shown.
SMILES,MLLE-PAM2 inh,MT1-MMP act inh,FAS TE block,Rin1-Abl PPI inh,CSN inh,eLon inh,MsrA inh,MsrA act,Rpn11 inh
C/C(=N\O)c1ccc2c3ccccc3n(C)c2c1,-0.8,0.1,-5.7,-6.3,0.0,3.9,0.0,-0.9,i
Cc1cc(OCCCCn2ccnc2)cc(C)c1Cl,7.2,0.4,-19.1,3.2,0.0,3.8,0.0,-0.8,i
CNc1n[nH]c(=S)s1,31.9,2.4,-6.2,-0.3,2.4,9.7,-1.0,6.4,i
O=C(O)c1ccccc1/C=N/Nc1ccc(S(=O)(=O)N2CCOCC2)cc1[N+](=O)[O-],1.4,3.9,-1.6,-3.3,-3.6,3.7,2.6,0.5,i
O=C(NCc1ccccc1)C(c1ccccc1)N(C(=O)c1csnn1)C1CCCC1 (configuration not stated),13.2,-1.7,-1.0,0.6,0.1,3.6,-0.1,-2.0,i
CCCN(CC(=O)Nc1cc(Cl)ccc1Cl)C(=O)CN1C(=O)C2CCCCC2C1=O (configuration not stated),-14.1,-0.1,1.0,-2.1,-0.1,-11.8,0.1,-0.7,i
O=C(/C=C/c1cc([N+](=O)[O-])ccc1OC(F)F)Nc1cccc2ccccc12,-0.7,-2.5,62.8*,-3.7,-0.5,-13.6,-0.2,-4.7,i
Cc1ccc(NC(=O)COC(=O)Cc2c[nH]c3ccccc23)cc1C,-21.7,4.7,18.2,2.8,-0.4,-2.9,1.1,-13.1,i
O=C(NCc1nc2ccccc2[nH]1)c1cccs1,7.7,0.6,-8.2,-1.3,-0.1,-6.2,-0.8,-1.8,i
Cc1c(Cl)cccc1NC(=O)CC1SC(=NCC2CCCO2)NC1=O (configuration not stated),-1.0,2.9,-13.8,-3.0,-8.4,-7.1,0.2,-3.2,i
Cc1[nH]n(-c2ccc([N+](=O)[O-])cc2)c(=O)c1C=NCCc1c(C)[nH]c2ccccc12,-14.0,-0.8,32.8,-3.1,-10.1,-0.3,0.8,-9.3,i
COc1ccc(S(=O)(=O)N(C)c2ccc(C(=O)Nc3cccnc3)cc2)cc1OC,-4.2,-3.0,-3.5,-2.4,1.6,0.3,0.5,-3.6,i
CCc1ccc(Nc2n[n+](C)c(-c3ccncc3)s2)cc1,-34.7,2.0,8.4,-0.7,3.8,-8.4,1.1,-3.6,i
CCCCCCn1c(CN2CCCCC2C)nc2c1c(=O)n(C)c(=O)n2C (configuration not stated),9.2,4.3,11.7,5.6,1.5,-6.8,1.1,-11.8,i
CCN1C(=O)[C@H]2[C@@H](c3ccc(C)cc3)N3C(=O)N(c4cccc(F)c4)C(=O)[C@@]3(C)[C@H]2C1=O,2.2,-2.0,-3.9,0.1,-5.2,-11.9,0.9,-1.9,i
COc1ccc(CNCCC(c2ccccc2)C2CCOC(C)(C)C2)cc1 (configuration not stated),-2.6,-3.8,-0.9,0.1,2.9,-1.5,1.2,-3.8,i
Cc1ccc2c(c1)/C(=N/OC(=O)c1ccc(F)cc1)CCS2,10.9,-2.6,13.2,0.9,-5.9,-8.5,0.6,-11.8,i
O=[N+]([O-])c1cccc2ncccc12,2.2,1.1,-1.6,/,1.8,/,1.6,/,i
Cc1ccc(S(=O)(=O)N2CCCC2)cc1C(=O)NCC(C)(C)N1CCOCC1,5.5,1.8,-3.7,1.7,-4.5,-16.4,-0.6,-2.1,i
CCCCOc1ccc(Cl)cc1CSc1nncn1N,-21.2,-2.5,-5.0,-1.2,1.8,4.2,-0.1,0.8,i
NCCNc1ccc([N+](=O)[O-])c(Sc2nc3ccccc3[nH]2)c1,-5.8,-8.0,-0.9,-12.1,-8.4,-7.5,0.1,-2.2,i
CCc1ccc(S(=O)(=O)/N=C2\C=C(Nc3ccc(O)cc3)C(=O)c3ccccc32)cc1,14.5,-6.1,42.0,-2.1,4.0,-6.3,/,2.6,i
COc1cccc(CNC(=O)CCC2CCCN(C(=O)c3ccc(OC)c(F)c3)C2)c1 (configuration not stated),-0.2,2.8,-5.5,-1.9,-0.3,3.3,-0.3,-2.8,i
O=C(Nc1ccc(Cl)c(C(F)(F)F)c1)[C@@H]1CC=C[C@@H]2CCN(Cc3ccccc3)C(=O)[C@@H]21,-7.4,2.2,2.4,-1.9,-1.0,-13.2,-0.9,-1.7,i
COc1ccc(/C=C/C(=O)NC(=S)Nc2ccccc2C(=O)NC2CCCCC2)cc1,4.8,-5.5,-8.2,-1.1,0.7,-1.0,-0.2,-1.2,i
CCCCOc1ccc(C(=O)NCC(=O)NCC(c2ccc(F)cc2)N2CCOCC2)cc1 (configuration not stated),-2.2,3.6,-2.3,-0.6,0.8,2.6,0.1,-4.2,i
O=C(c1ccncc1)N1CCN(S(=O)(=O)c2cccc(F)c2)CC1,-67.0,-1.9,-7.1,2.5,3.7,11.6,-1.5,-2.9,i
CCCOc1ccc(N2C(=O)CC(N(CCCO)C(=O)CC)C2=O)cc1 (configuration not stated),0.8,-3.0,-3.0,1.4,-0.8,-12.4,0.2,-2.2,i
CCOc1ccccc1NC(=O)COC(=O)C1CC1,2.7,-2.1,-7.2,1.2,1.3,1.3,-0.9,-10.1,i
CCOC(=O)Cc1csc(NC(=O)/C=C/c2ccc(OC)cc2)n1,-0.9,-2.6,1.0,-1.2,2.3,-2.8,3.9,-5.7,i
CCc1ccc(NC(=S)Nc2cccc(OC)c2)cc1,25.5,5.4,5.9,1.3,0.9,1.1,0.1,-6.3,i
Cc1[nH]c2ccccc2c1/C=N/NC(=O)c1cc(C(C)C)[nH]n1,2.0,-2.8,-2.9,-4.6,-0.5,-4.0,2.9,-9.3,i
Cc1ccc2[nH]c3c(c2c1)CCNC3=O,4.8,0.1,-6.1,-2.0,-3.1,1.8,-0.1,-1.4,i
Cc1cc(NS(=O)(=O)c2ccc(NC(NC(=O)C(C(F)(F)F)C(F)(F)F)(C(F)(F)F)C(F)(F)F)cc2)no1,4.1,5.3,-5.3,4.5,-6.8,-4.1,/,2.8,i
Cc1cnc(C(=O)Nc2ccccc2C(=O)N2CCOCC2)cn1,3.3,1.9,-3.5,-5.1,1.5,-4.3,1.3,-1.7,i
CN(Cc1ccccc1)C(=O)CN1CCN(S(=O)(=O)c2ccccc2F)CC1,-9.8,3.0,-3.6,-3.8,1.2,8.8,0.6,1.0,i
CC(C)NS(=O)(=O)c1ccc2c(c1)NCC2,0.2,-1.2,-9.5,1.3,-9.9,0.4,-0.5,-8.7,i
COc1ccc(-c2nnc(SCC(=O)N3CCCC3=O)n2N)cc1OC,-85.0,1.5,1.1,2.4,-1.0,5.9,-0.4,-2.8,i
CCCCn1c(N)c(N(CCOC)C(=O)CN(C)CC(=O)Nc2ccc(Cl)c(Cl)c2)c(=O)[nH]c1=O,5.8,-2.0,-2.6,-0.6,0.5,-15.0,1.6,-2.7,i
Cc1ccc(NC(=O)C(C)NC(=O)OCc2ccccc2)cc1C (configuration not stated),-0.4,0.0,-1.2,-4.3,2.1,3.0,1.1,-2.1,i
COc1ccc(CN2C(=O)c3ccccc3C2C(=O)NCC2CCCO2)c(OC)c1 (configuration not stated),10.6,4.3,-5.2,-0.8,0.1,-9.2,-0.5,-2.3,i
CN(C)c1ccc(C(C(=O)NCC2CCCO2)N(Cc2ccco2)C(=O)c2snc(C(N)=O)c2N)cc1 (configuration not stated),2.1,2.8,-3.1,-2.2,4.9,5.4,-0.1,-2.4,i
COc1ccc(N2CCN(C(=O)c3oc4ccccc4c3C)CC2)cc1,-3.0,3.5,16.2,-4.8,-2.9,1.9,-0.5,-2.5,i
Cc1cccc(-n2cnc3cc(C(=O)NCC4CCCO4)ccc32)c1 (configuration not stated),13.7,-1.9,-10.6,-1.6,5.8,-6.3,-1.5,0.4,i
C/C(=N/Nc1ccccc1[N+](=O)[O-])c1ccc(C)c([N+](=O)[O-])c1,13.1,5.0,0.8,-0.4,-6.3,-5.2,0.4,-1.9,i
CN(N=O)c1ccc(C=C2C=Cc3ccccc32)cc1,-6.1,2.3,12.7,-3.5,3.7,-7.3,0.6,-3.4,i
Nc1nc(-c2ccccc2)c(-c2ccccc2)o1,13.3,4.5,-1.2,4.0,0.1,-6.7,-1.6,-1.4,i
CC[C@@H]1Cc2[nH]c(=O)[nH]c(=O)c2[C@H](c2ccc(Cl)cc2)O1,/,3.2,-8.8,/,-2.4,3.3,-1.0,-3.3,/

# Grouped by structure: those above containing an aryl thioether with sulfur outside any ring.
SMILES,MLLE-PAM2 inh,MT1-MMP act inh,FAS TE block,Rin1-Abl PPI inh,CSN inh,eLon inh,MsrA inh,MsrA act,Rpn11 inh
CCCCOc1ccc(Cl)cc1CSc1nncn1N,-21.2,-2.5,-5.0,-1.2,1.8,4.2,-0.1,0.8,i
NCCNc1ccc([N+](=O)[O-])c(Sc2nc3ccccc3[nH]2)c1,-5.8,-8.0,-0.9,-12.1,-8.4,-7.5,0.1,-2.2,i
COc1ccc(-c2nnc(SCC(=O)N3CCCC3=O)n2N)cc1OC,-85.0,1.5,1.1,2.4,-1.0,5.9,-0.4,-2.8,i

# Further entries.
SMILES,MLLE-PAM2 inh,MT1-MMP act inh,FAS TE block,Rin1-Abl PPI inh,CSN inh,eLon inh,MsrA inh,MsrA act,Rpn11 inh
CCOC(=O)N1CCN(C(=O)c2ccc3nc(N4CCCCC4)sc3c2)CC1,2.4,4.6,-5.8,0.6,-2.5,-4.2,1.0,-5.0,i
Cc1ccc(NC(=O)O/N=C/c2ccc(Br)cc2)cc1,10.2,3.2,2.9,-2.0,0.8,2.7,-0.6,-1.8,i
O=C1c2ccccc2NC(c2cccs2)N1NS(=O)(=O)c1ccccc1 (configuration not stated),-9.4,-3.4,-1.1,-2.1,-20.1,-1.4,0.3,-6.3,i
O=C(NCc1ccccc1Cl)c1cnc2ccccc2n1,-3.2,-5.9,9.0,0.0,-1.5,-1.7,-1.1,2.2,i
CCOc1ccc(N2CC(C(=O)N3CCN(C(=O)c4ccco4)CC3)CC2=O)cc1 (configuration not stated),6.3,0.5,-5.1,-0.7,-0.8,5.1,0.0,-1.8,i
Cc1ccc(S(=O)(=O)N2CCOC2CNC(=O)C(=O)NCCCN2CCOCC2)cc1 (configuration not stated),6.1,3.2,-7.2,-2.1,2.8,1.2,-1.1,-6.8,i
CC1CCC2C(=O)N(c3ccccc3OC(=O)c3ccccc3F)C(=O)C2C1 (configuration not stated),2.9,-6.8,-1.4,-0.2,-0.7,7.5,0.6,-0.5,i
CCC(CO)Oc1cc(NCc2ccccc2)c2ncn(C3CCCC3)c2c1 (configuration not stated),2.4,-5.7,-1.8,1.5,5.3,-37.2,1.8,-2.7,i
Cn1c(=O)c2cc(NC(=S)NCc3ccccc3F)ccc2n1Cc1cccc(C(F)(F)F)c1,-4.3,-4.0,16.0,1.4,-5.7,-4.4,0.8,1.3,i
COc1ccc(-c2oc(/N=C/N3CCOCC3)c(C#N)c2-c2ccc(OC)cc2)cc1,-1.0,0.5,32.2,3.8,3.6,0.0,3.2,-2.8,i
CCOC(=O)c1[nH]c2ccccc2c1NC(=S)Nc1ccccc1,18.3,-3.5,-0.8,3.3,2.3,0.6,1.2,-0.7,i
Cc1nn(S(=O)(=O)c2cccs2)c(C)c1Sc1ccc([N+](=O)[O-])cc1,-7.8,2.6,19.4,1.0,1.4,-6.3,-0.2,-4.8,i
O=C(NCCCN1CCOCC1)c1cn(-c2ccccc2)nc1-c1cccs1,-11.6,2.3,-5.7,-1.2,1.3,-4.5,-0.7,-2.9,i

# An unsorted share of the library; overall some 3.7% were active at least once.
